Screens: PubChem BioAssay, National Center for Advancing Translational Sciences (NCATS)
IL-2 act = activates IL-2 in a cell-based reporter assay; IL-2 activation reporter assay, cell-based qHTS; stimulated with anti-CD3/CD4/CD28 beads; in transgenic mouse T cells; activation, % (series mostly up to about 46 µM); actives 0.065% (n = 360,000); AID 652025; in the data active means activation above about 50%; inconclusive means mostly about 30% to 49%; further: 0% is about no effect
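Unstimulated transgenic mouse T cells; 60-min compound exposure; bead-based TCR/CD4/CD28 stimulation; 18 h culture, 37 degrees C; dual fluorescence (EGFP, DsRed) plate cytometry.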
PI5P4K alpha inh = PI5P4K alpha (human) kinase inhibition. P48426. PI5P4Kalpha enzyme, ADP-Glo luminescence, 60 min; hits give low values. max response, %. actives 1.2% (n = 330,000); active means max response of -50% or lower; inconclusive means between -30% and -50%; inactive means -30% or higher; further: value at the top dose of about 77 µM; on the % scale 0 is the no-effect control and ±100 the full control effect
Target sequence (P48426 whole entry, looked up): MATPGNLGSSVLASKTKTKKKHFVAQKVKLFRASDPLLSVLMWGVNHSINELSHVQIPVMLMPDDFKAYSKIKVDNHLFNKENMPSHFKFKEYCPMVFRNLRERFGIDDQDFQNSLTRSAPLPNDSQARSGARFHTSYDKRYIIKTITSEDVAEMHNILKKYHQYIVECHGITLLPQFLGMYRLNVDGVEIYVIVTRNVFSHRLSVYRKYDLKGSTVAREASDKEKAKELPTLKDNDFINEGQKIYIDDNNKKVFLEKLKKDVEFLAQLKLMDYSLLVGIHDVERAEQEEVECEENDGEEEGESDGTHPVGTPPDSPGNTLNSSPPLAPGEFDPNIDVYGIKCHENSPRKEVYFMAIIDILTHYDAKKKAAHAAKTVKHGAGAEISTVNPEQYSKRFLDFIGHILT
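Luminescence from ADP-Glo served as readout of PI5P4Kalpha activity in a qHTS format. Reaction: enzyme, substrate, compound, ATP at 5 microM final, 60 min at RT.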
FUS suppressor = suppressors of FUS proteinopathy in yeast | S. cerevisiae FUS-expressing, growth rescue, OD600, 24 h | Potency, µM (titrated, usually from 76.6 µM), without a hit: top-dose growth rescue (activation), usual class: activators | actives 0.24% (n = 390,000) | AID 1347120;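 further: potency means the concentration at half of the fitted maximal effect; plate controls were DMSO vehicle for no effect and reference control for full effect; nearly all actives have a fitted effect of over 55% in size; some results filed as inactive show a strong effect at the top dose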
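Toxicity suppression screen in FUS-yeast. Cells induced with 2% galactose, starting OD 0.005, treated 24hr at 30C with compounds at multiple final concentrations; growth by OD600.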
PLK1 PBD inh = inhibitors of human PLK1 polo-box domain binding. P53350. Plk1 PBD binding of FITC phosphopeptide, fluorescence polarization. Potency, µM, for the others: max response, negative = inhibition, hits mostly inhibitors. actives 2.8% (n = 360,000); further: potency means the concentration at half of the fitted maximal effect; series mostly up to about 57 µM; on the % scale 0 is the no-effect control and ±100 the full control effect; nearly all actives have a fitted effect of over 65% in size
Target sequence (P53350 whole entry, looked up, the tested form may be a part): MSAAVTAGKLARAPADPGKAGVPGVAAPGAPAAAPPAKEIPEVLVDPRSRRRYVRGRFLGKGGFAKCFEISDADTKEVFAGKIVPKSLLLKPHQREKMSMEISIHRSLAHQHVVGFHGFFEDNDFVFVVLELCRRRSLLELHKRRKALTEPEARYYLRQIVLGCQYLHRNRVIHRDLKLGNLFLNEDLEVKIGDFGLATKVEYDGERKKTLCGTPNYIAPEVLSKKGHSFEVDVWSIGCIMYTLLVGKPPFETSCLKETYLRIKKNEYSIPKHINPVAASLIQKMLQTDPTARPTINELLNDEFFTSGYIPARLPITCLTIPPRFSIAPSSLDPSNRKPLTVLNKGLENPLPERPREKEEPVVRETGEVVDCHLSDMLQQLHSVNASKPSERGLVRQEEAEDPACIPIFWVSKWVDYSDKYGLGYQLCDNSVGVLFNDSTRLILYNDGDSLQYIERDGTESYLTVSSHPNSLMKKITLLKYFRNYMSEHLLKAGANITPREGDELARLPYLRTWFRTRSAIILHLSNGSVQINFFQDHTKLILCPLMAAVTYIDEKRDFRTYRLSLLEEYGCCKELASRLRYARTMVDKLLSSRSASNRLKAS
Abeta rescue = restores growth of yeast expressing A-beta42 peptide. yeast expressing A-beta42, growth rescue, OD600, 48 h; response scale: 0% DMSO, 100% iron-clioquinol control. Potency, µM (titrated, usually from 46.1 µM), inactives show top-dose growth rescue, most hits filed as activators. actives 0.063% (n = 410,000); further: potency means the concentration at half of the fitted maximal effect; nearly all actives have a fitted effect of over 55% in size
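Yeast growth medium received pinned compounds, then yeast cells expressing toxic A-beta were added; plates incubated at 30 C for 48 hr. Growth read as absorbance at 600 nm, normalized to DMSO and equimolar FeCl3 plus clioquinol controls.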
EPAC1 antagonist = blocks human EPAC1 exchange factor | EPAC1 GEF assay, Rap1b-BODIPY-GDP exchange fluorescence | O95398 | Potency, µM (highest dose often 115 µM), for inactives: at the highest dose activity change, negative = inhibition, usual class: inhibitors | AID 720709 | actives 0.14% (n = 360,000);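 further: potency means the concentration at half of the fitted maximal effect; plate controls were vehicle for no effect and positive control for full effect; nearly all actives have a fitted effect of over 50% in size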
aSyn rescue = rescues yeast growth from alpha-synuclein toxicity. Potency, µM (titrated, usually from 46.1 µM), for the others: at the highest dose growth rescue (activation), actives largely listed as activators. Yeast expressing alpha-synuclein, growth rescue, BacTiter-Glo, 24 h. actives 0.14% (n = 370,000); further: potency means the concentration at half of the fitted maximal effect; % of control where 0% means no effect; nearly all actives have a fitted effect of over 65% in size
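Galactose-induced alpha-syn yeast (OD600=0.02, raffinose-pregrown) + pinned cpd, 24 hr, 30 deg C; growth by BacTiter-Glo luminescence. Growth restoration scores as activation.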
WRN helicase inh = blocks human WRN helicase. WRN helicase unwinding, fluorescent forked duplex, kinetic. actives 0.46% (n = 360,000). Potency, µM (series often up to 114 µM), without a hit: at the top dose activity change, negative = inhibition, most hits filed as inhibitors; further: potency means the concentration at half of the fitted maximal effect; on the % scale 0 is the no-effect control and ±100 the full control effect; nearly all actives have a fitted effect of over 55% in size
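Enzyme (20 nM final) and test compound sit together 15 min at room temperature before substrate addition. Substrate is a single-forked duplex oligonucleotide (100 nM) labelled with fluorophore and quencher, with 2 mM ATP; helicase unwinding raises red fluorescence, read kinetically.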
EPAC1 agonist = agonists of human EPAC1; Potency, µM (highest dose often 154 µM), without a hit: top-dose activation, hits mostly activators; EPAC1 agonist qHTS, biochemical assay; response scale: 100% = response to 6.5 mM cAMP; actives 0.073% (n = 360,000); AID 720707; O95398; further: potency means the concentration at half of the fitted maximal effect; nearly all actives have a fitted effect of over 60% in size
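Read-out is the fluorescence drop as BODIPY-GDP leaves Rap1B (480 nm excitation, 540 nm emission), recorded every 5 minutes over 30 minutes. Reactions held 100 nM EPAC1, 250 nM Rap1B–BODIPY-GDP and 50 uM GDP, with 6.5 mM cAMP setting full activation.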
* hit, by the source's call; ? = inconclusive; . = not tested or not shown; & = joins results of further samples; [ ] = another dose, or the depositor's remark. Unless noted, the call rests on the fitted dose curve; in most records, active means well fitted curve in the direction sought with a large enough effect; inconclusive means small, poorly fitted or top-dose-only effect, or another doubt; inactive means no such curve, though single readings can be large; an effect the other way counts as inactive or inconclusive. Compounds were not picked by outcome; 4.1% or so of the library scored in one or more.

SMILES	IL-2 act	PI5P4K alpha inh	FUS suppressor	PLK1 PBD inh	Abeta rescue	EPAC1 antagonist	aSyn rescue	WRN helicase inh	EPAC1 agonist
CCCCNC(=O)NCCN1CCOCC1	-0.3	-2	-10%	-1%	11%	18%	?	8%	5%
O=C(COC(=O)CNS(=O)(=O)/C=C/c1ccccc1)NC1CCS(=O)(=O)C1 (stereo unspecified)	-1.3	0	12%	-2%	18%	3%	-7%	3%	-2%
Cc1cccc(SCC(=O)Nc2ccc3c(c2)OCCO3)c1	-1.2	2	0%	-3%	13%	?	23%	7%	-10%
CCCCCC(=O)NC(=S)Nc1ccc(NC(=O)c2ccco2)cc1	-0.2	-3	6%	-7%	2%	-5%	9%	-9%	-12%
COc1ccc(NC(=O)c2ccco2)cc1NC(=O)c1ccccc1F	-0.5	0	-7%	-16%	-25%	9%	-5%	3%[57.1 µM]	5%
Cc1ccccc1Cc1ccc(Cl)nn1	0.7	2	19%	-7%	-2%	-8%	-1%	-2%	5%
COc1ccc(OC)c(N(CC(=O)Nc2cccnc2)S(C)(=O)=O)c1	4.0	.	-11%	-3%	11%	3%	0%	2%[57.1 µM]	-7%
COc1ccc(Nc2c3c(nc4c(-c5ccccc5)c(C)nn24)CCC3)cc1	-0.5	14	.	-4%	8%	-20%	-8%	-13%	-7%
CCCc1cn(CC(C)n2c(=O)c3ccccc3n2Cc2cc(C(C)C)no2)nn1 (stereo unspecified)	-0.1	-2	-1%	-10%	3%	13%	0%	-1%	5%
CCC1=Nc2cc(C(=O)NCCCOC)ccc2Sc2ccccc21	2.0	2	?	-13%	8%	-4%	2%	-10%	-7%
Cc1c(C(=O)N(Cc2ccc(N(C)C)cc2)CC2CCCO2)oc2ccccc12 (stereo unspecified)	-2.1	-2	28%&13%	0%	0%&5%	-4%	2%	-4%[57.1 µM]	2%
CCCc1cc(C(=O)Nc2ccc(F)cc2F)no1	-4.0	-1	-29%	5%	4%	3%	1%	10%	-3%
Cc1nc(SCC(=O)Nc2ccc(Cl)cc2[N+](=O)[O-])nc(C)c1C	-0.4	-6	.	?	4%	-5%	16%	-30%	0%
COc1ccc(/C(C)=N/NC(=O)Cc2ccc(Cl)cc2)cc1	-0.6	-1	-6%	-4%	7%	-10%	2%	-15%	7%
CC1CCN(C(=O)CSc2nc(=O)n3cc(Cl)ccc3n2)CC1	3.2	-21	30%	-5%	-1%	-6%	3%	-15%	2%
COc1cc(CC(=O)Nc2ccc(Cl)c(C(F)(F)F)c2)cc(OC)c1OC	0.0	0	.	-2%	15%	-9%	-7%	-26%	-6%
O=C(CNS(=O)(=O)c1cccc(Br)c1)NCC1CCCCC1	-0.3	6	8%	-3%	-11%	0%	11%	-3%	-1%
Cn1cnc(S(=O)(=O)N2CCN(c3cccc(Cl)c3)CC2)c1	2.7	4	-22%	-12%	2%	-13%	3%	-10%	0%
CN(CC(=O)NCc1ccc2c(c1)OCO2)S(=O)(=O)c1ccc(Br)s1	-3.0	7	-8%	0%	-14%[9.22 µM]	-3%	-5%	-19%	5%
CCc1ccc(CCC(=O)N2CCN(S(=O)(=O)c3ccc(Br)cc3)CC2)cc1	-4.0	2	42%	-1%	0%	-1%	21%	-6%	7%
Cn1c(=O)[nH]c(=O)c2c1nc(N1CCCCCC1)n2CCN1CCCCCC1	-2.6	0	-4%	-22%	12%	-3%	-15%	-3%	-25%
CC(C)c1ccc(CC(C)C2C3=C(CCCC3=O)OC3=C2C(=O)CCC3)cc1 (stereo unspecified)	-2.5	0	45%	0%	0%	-14%	-8%	-14%[57.1 µM]	-17%
Cc1ccc(OCc2ccc(C(=O)N3CCCC3)o2)cc1C	1.3	3	13%	-2%	-8%	11%	-12%	-1%	-4%
Cn1c(C(=O)OC(C(=O)NC2CCCCC2)c2ccncc2)cc2sccc21 (stereo unspecified)	-2.7	.	15%	-9%	-7%	6%	0%	-9%	9%
Cc1ccc(NC(=O)Nc2ccc3c(c2)CCC3)cc1C	-1.2	1	29%	-6%	7%	17%	-8%	5%	3%
O=C(Nc1ccc(F)cc1)C(c1cccc(F)c1)N1CCN(C(=O)c2ccco2)CC1 (stereo unspecified)	-0.3	0	37%	-5%	-7%	-1%	?	-3%	-4%
Cc1cc(C)c(NC(=O)c2sc3nc4c(cc3c2N)C(=O)CC(C)(C)C4)c(C)c1	0.2	2	?	1%	0%	-9%	-2%	4%	-3%
O=C(N/N=C/c1cccc(OCC(=O)N2CCCC2)c1)C(=O)Nc1ccccc1F	1.8	-6	20%	-10%	12%	-1%	2%	-3%	10%
CCOC(=O)c1c[nH]n(-c2ccc(C)cc2)c1=O	-4.9	-2	-31%	-8%	-6%	9%	-20%	-5%	-3%
COc1ccc(C)cc1NC(=O)C1CCN(S(C)(=O)=O)CC1	-0.4	-5	-18%	3%	8%	20%	3%	4%	-7%
CCOC(=O)C1CCN(C(=O)c2cccc(S(=O)(=O)Nc3ccc(C)cc3C)c2)CC1	-0.6	9	22%	-5%	-8%	-8%	2%	11%	2%
CCN(C(=O)COC(=O)CNC(=O)c1ccc2ccccc2c1)c1c(N)n(Cc2ccccc2)c(=O)[nH]c1=O	-2.4	-3	.	-9%	-15%	-7%	-3%	?	-1%
O=C(NCc1ccccc1)NC1(C(=O)N2CCN(c3ccccc3)CC2)CCCCC1	-0.6	-4	24%	?	-8%	14%	3%	6%	3%
CC(C)(C)NC(=O)CN(C(=O)c1ccc(CN2CCOCC2)o1)c1ccc2c(c1)OCCO2	-0.6	15	.	-15%	19%	-24%	-3%	-4%	-1%
CCOC(=O)C1=C(N)Oc2cc(O)ccc2C1c1ccc(Br)cc1 (stereo unspecified)	-0.3	4	4%	-2%	3%	-6%	?	-8%	17%
CCOc1ccc(NC(=O)COC(=O)CCN2C(=O)C3CC=CCC3C2=O)cc1OCC (stereo unspecified)	-4.7	-4	.	7%	2%	11%	-11%	-7%	2%
CC(C)c1ccc(NC(=O)COc2nncc3ccccc23)cc1	-0.9	0	-7%	-5%	-6%	-9%	4%	-5%[57.1 µM]	6%
COc1cccc(NC(=O)CN(C)C(=O)[C@@H]2CCCN2C(=O)c2cccs2)c1	1.1	3	-17%	-8%	-8%	-8%	-9%	6%	1%
CC(=O)Nc1ccc(CN2CCCC(C(=O)c3cccc(C(F)(F)F)c3)C2)cc1 (stereo unspecified)	8.8	1	-22%	-18%	9%	-8%	-7%	1%	4%
COc1cc(OC)cc(C(=O)NCC(=O)N2CCN(S(=O)(=O)c3ccccc3F)CC2)c1	-0.3	3	18%	-2%	0%	-7%	-2%	0%	-10%
CCOC(=O)Cc1cnc(NC(=O)CSc2nc(C)c(CC)c(=O)[nH]2)s1	-1.0	-7	-3%	-24%	0%	4%	-17%	5%[57.1 µM]	7%
COc1ccc(-c2nc(CS(=O)CC(=O)NC3CCCCC3)c(C)o2)cc1 (stereo unspecified)	-1.2	4	26%	-11%	0%	12%	0%	1%	3%
CCOc1ccccc1NC(=O)Nn1cnnc1	-2.1	-3	-12%	-4%	-2%	-8%	?	-3%	-7%
COc1ccccc1CNc1ccc(N2CCCCC2)cc1	-1.8	.	32%	-22%	-16%	5%	1%	-9%	19%
O=C(NCCCN1CCC(Cc2ccccc2)CC1)C1CCC(=O)N1C1CCCC1 (stereo unspecified)	-2.1	5	-23%	4%	0%	3%	6%	0%	-19%
O=C(COc1coc(CN2CCN(c3ccc(F)cc3)CC2)cc1=O)NC1CCCC1	-2.3	1	3%	-5%	-1%	11%	2%	-1%	7%
COc1ccc(C(=O)CSc2nc(C)cc(C)n2)cc1C	-0.6	0	3%	-4%	9%	-11%	1%	-7%	9%
CCc1ccc2c(CN3CCN(S(=O)(=O)c4ccccc4F)CC3)cc(=O)oc2c1	-0.8	-2	37%	0%	-19%	-11%	-6%	-1%	0%

Reformatted bar-delimited: part of the list above.
Molecule | IL-2 act | PI5P4K alpha inh | FUS suppressor | PLK1 PBD inh | Abeta rescue | EPAC1 antagonist | aSyn rescue | WRN helicase inh | EPAC1 agonist
CC(C)c1ccc(NC(=O)COc2nncc3ccccc23)cc1 | -0.9 | 0 | -7% | -5% | -6% | -9% | 4% | -5%[57.1 µM] | 6%
COc1cc(OC)cc(C(=O)NCC(=O)N2CCN(S(=O)(=O)c3ccccc3F)CC2)c1 | -0.3 | 3 | 18% | -2% | 0% | -7% | -2% | 0% | -10%

The listing continues:
SMILES	IL-2 act	PI5P4K alpha inh	FUS suppressor	PLK1 PBD inh	Abeta rescue	EPAC1 antagonist	aSyn rescue	WRN helicase inh	EPAC1 agonist
CC(C)C(c1nnnn1Cc1ccco1)N1CCC(C(N)=O)CC1 (stereo unspecified)	2.8	7	-26%	0%	8%[9.22 µM]	-20%	2%	-8%	-2%
CCNS(=O)(=O)c1ccc(NC(=O)CC(C)c2ccccc2)cc1 (stereo unspecified)	-0.7	9	9%	-18%	7%	-1%	-6%	3%	8%
COCCCN1C(=O)CS/C1=N\S(=O)(=O)c1ccccc1	0.8	-1	-17%	?	12%	14%	0%	-3%	7%
CCOC(=O)C(=O)N=Nc1c(O)n(C)c2ccccc12	1.3	3	-9%	-9%	-6%	-11%	5%	-5%	-2%
NC(N)=N/N=C/c1cccc([N+](=O)[O-])c1O	-1.8	-1	8%	-3%	-16%	-1%	17%	-6%	-6%
c1cncc(-c2ccc3[nH]ccc3c2)c1	0.1	9	2%	-2%	5%	1%	1%	-7%	12%
O=C(c1ccc(Br)s1)N1CCN(Cc2ccc3c(c2)OCO3)CC1	-2.2	.	19%	-9%	-13%	-1%	-2%	8%	8%
COc1ccc(CNC(=O)C/C(C)=N/NC(=O)c2ccccc2OC)cc1	0.5	-5	11%	-8%	13%	-8%	0%	5%	0%
CN(C)S(=O)(=O)N1CCN(S(=O)(=O)N2CCOCC2)CC1	0.1	-2	10%	-1%	0%	-7%	-1%	-9%	5%
Brc1[nH]nc2ccccc12	-2.6	.	-22%	-6%	-4%	3%	11%	-4%[57.1 µM]	3%
